# High-throughput results: PubChem, Broad Institute
# esBAF inh: Bmi1 luciferase reporter increase in mESCs, primary screen, esBAF inhibitor project, mouse ES cells, Bmi1 luciferase knock-in, single point; 24 h; 100% = twice the neutral-well signal; reporter increase, % at 12.5 µM; 2% of 350,000 active; in the data active = activation above about 40%;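 also: 0% = median of the plate's neutral control wells and 100% = double that signal; a rise in the Bmi1 reporter signal indicates esBAF inhibition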
# ARNT TACC3 PPI: disruptors of ARNT/TACC3 protein interaction, primary screen, biochemical, AlphaScreen, single concentration. AlphaScreen His-ARNT PAS-B/GST-TACC3 binding, luminescence; TACC3 fragment carries E629A point mutation. inhibition, % at 9.99 µM. 0.66% of 390,000 active. AID 623870, 2012;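 active = mean inhibition of replicates at least 50% and at least half of replicates each reaching 50%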;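 also: 0% = complete ARNT plus TACC3 wells and 100% = ARNT alone without TACC3; many hits fall short of the cut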
# Xi reactivation: activators of inactive X chromosome reactivation, primary screen, imaging, XiGFP fibroblasts, GFP high-content imaging, set 2; activation, % at 7.58 µM; XiGFP mouse fibroblasts, % GFP-positive cells imaging, 3 d; cells co-treated with 5-aza-dC sensitizer; scaled so ellipticine positive control = 100%; 0.055% of 360,000 active;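 active = mean normalized replicate activation at least 10% and every replicate at or above 10%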;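 also: 0% = median of on-plate neutral control wells and 100% = ellipticine 6 µM median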
#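 Material: XiGFP fibroblasts, SV40-immortalized; Buffer or medium: DMEM containing 5-aza-dC; Compound dosing: single point; Times: 3 days compound exposure.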
# RAD54 branch: inhibitors of human RAD54 branch migration, primary screen, biochemical, fluorescence, single point | DNA repair and recombination protein RAD54-like (Homo sapiens), Q92698 | RAD54 Holliday junction branch migration, FAM/BHQ fluorescence | inhibition, % at 10.4 µM | 0.14% of 360,000 active | AID 602329, 2012;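 active = mean normalized replicate activity at least 40 and at least half of replicates scoring 40 or more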;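 also: 0% = median of neutral control wells and 100% = median of positive control wells; inhibitors cause a drop in the FAM fluorescence signal; in these data hits start at about 50%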
# ERAP1 HTS inh: human ERAP1 aminopeptidase inhibitors, primary screen, biochemical, single point, plate reader | recombinant ERAP1, Leu-AMC fluorescence, 60 min | inhibition, % at 10.7 µM | 0.15% of 340,000 active;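 active = mean replicate inhibition of at least 30%, or all replicates individually reaching that 30% level; inactive = mean below 30% and not every replicate reaching it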;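 also: 0% = neutral control wells and 100% = L-leucinethiol positive control wells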
# Target sequence (Q9NZ08 whole entry, looked up): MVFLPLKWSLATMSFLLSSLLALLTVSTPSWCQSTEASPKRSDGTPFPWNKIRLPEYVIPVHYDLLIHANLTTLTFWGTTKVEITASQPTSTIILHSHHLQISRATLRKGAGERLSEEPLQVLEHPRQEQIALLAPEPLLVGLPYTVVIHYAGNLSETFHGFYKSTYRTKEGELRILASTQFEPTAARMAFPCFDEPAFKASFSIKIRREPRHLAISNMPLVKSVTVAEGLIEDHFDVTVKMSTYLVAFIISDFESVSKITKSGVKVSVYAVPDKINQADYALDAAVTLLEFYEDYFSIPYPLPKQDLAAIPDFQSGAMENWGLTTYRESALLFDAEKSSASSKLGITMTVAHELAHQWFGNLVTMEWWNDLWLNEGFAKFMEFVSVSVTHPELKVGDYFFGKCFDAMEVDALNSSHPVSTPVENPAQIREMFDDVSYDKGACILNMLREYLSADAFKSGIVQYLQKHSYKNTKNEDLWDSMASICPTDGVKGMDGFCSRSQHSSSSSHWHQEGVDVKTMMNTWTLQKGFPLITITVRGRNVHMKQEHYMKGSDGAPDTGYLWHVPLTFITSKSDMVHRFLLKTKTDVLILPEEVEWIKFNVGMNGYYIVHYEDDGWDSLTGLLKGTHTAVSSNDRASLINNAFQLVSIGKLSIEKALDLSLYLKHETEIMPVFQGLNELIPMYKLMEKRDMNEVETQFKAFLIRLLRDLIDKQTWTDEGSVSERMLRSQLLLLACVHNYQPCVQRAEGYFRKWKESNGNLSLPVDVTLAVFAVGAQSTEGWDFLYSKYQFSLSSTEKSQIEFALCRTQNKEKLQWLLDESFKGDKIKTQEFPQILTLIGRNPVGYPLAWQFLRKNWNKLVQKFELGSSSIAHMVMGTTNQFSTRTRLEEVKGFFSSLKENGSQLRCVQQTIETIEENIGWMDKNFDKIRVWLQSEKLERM
# GSIS activator: GLuc luminescence reporter in INS-1E cells, primary screen for activators of glucose-dependent secretion of insulin | INS-1E GLuc reporter insulin secretion, 2-3 h | activation, % at 16.6 µM | 0.61% of 370,000 active | AID 743287, 2014;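 active = lowest replicate activation of at least 40%, so every replicate reaches that level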;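 also: 0% = median of neutral control wells and 100% = median of IBMX positive control wells; some compounds called inactive have numbers as strong as hits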
# RAD52 anneal inh: RAD52 DNA annealing inhibitors, primary screen, biochemical, FRET, single point, set 2; DNA repair protein RAD52 homolog (Homo sapiens), P43351; recombinant RAD52 DNA annealing, FRET fluorescence; inhibition, % at 18.7 µM; 0.46% of 360,000 active; AID 651710, 2012;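 active = every replicate showing at least 50% inhibition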
# F508del corr: F508del CFTR correction, initial screen, CFBE line, single point; CFBE cells, YFP halide quenching; stimulated with forskolin plus potentiator P3; % fluorescence drop versus neutral controls; activity (quench increase), % at 7.58 µM; 0.36% of 350,000 active;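 active = mean added fluorescence quench of at least 8% versus neutral control, with both replicates also reaching 8%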;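 also: cells transiently co-express mutant CFTR-F508del with the halide-sensitive YFP; corrector assay measuring rescue of mutant channel to the surface after 24 h compound exposure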
# Numbers without * were called inactive; . = not tested or not shown; & = joins results of further samples. A portion of the library. The share of hits here may be higher or lower than overall.
Compound	esBAF inh	ARNT TACC3 PPI	Xi reactivation	RAD54 branch	ERAP1 HTS inh	GSIS activator	RAD52 anneal inh	F508del corr
O=C(O)C(Cl)(Cl)Cl	-4.4	.	-0.1	7.3	-0.3	-20.9	0.3	1.4
Cn1c(O)c(C=NCCCC(=O)O)c(=O)n(C)c1=O	-6.2	-6.9	.	-9.3	-5.1	19.0	-9.6	.
c1coc(CN2Cc3ccccc3-n3nncc3C2)c1	-5.5	.	0.2	-7.4	-0.7	21.4	-14.0	0.1
OCC(Br)CBr (centres undefined)	-3.6	.	.	-2.3	4.7	0.5	12.6	-2.6
COC(=O)C1=C(c2ccc(F)cc2F)C[C@@H]2CC[C@H]1N2C(=O)N1CCC(O)(c2ccc(Cl)cc2)CC1	-0.7	-1.7	0.0	-0.6	1.3	-21.7	-10.3	-1.2
COc1cccc(C(=O)C2CCCN(Cc3cccc4c3OCO4)C2)c1 (centres undefined)	.	3.2	0.1	.	0.0	13.8	-8.0	1.4
Cc1ccccc1-c1ccc([C@@H]2[C@H](CO)N3CCCCN(C(=O)Cc4ccccn4)C[C@@H]23)cc1	.	10.4	0.0	3.0	-3.1	-23.3	-18.1	0.4
C=C1C(C)C2C(Cc3ccccc3)NC(=O)C23OC(=O)/C=C/C(O)CCCC(C)C/C=C/C3C1O (centres undefined)	.	-2.8	0.5	.	-0.9	-0.1	-11.9	-7.6
O=C(O)[C@@H]1[C@@H](CO)[C@@H]2Cn3c(ccc(-c4ccccc4)c3=O)[C@H]1N2CC1CCCCC1	-6.0	-16.8	0.1	-14.3	-1.0	14.2	0.6	0.1
COC(=O)C1=C(c2ccc(OCc3ccccc3)cc2)C[C@@H]2CC[C@H]1N2C(=O)NCc1ccc(Cl)cc1	8.6	.	-0.1	3.0	2.0	1.6	-7.2	4.1
COC(=O)[C@@H]1[C@@H](CO)[C@@H]2Cn3c(ccc(-c4cccc(F)c4)c3=O)[C@H]1N2Cc1ccccc1	4.1	3.7	0.2	1.9	-0.4	-5.6	6.0	2.2
C=Cn1ccnc1P(=S)(c1nccn1C=C)C1CCCCC1	-0.6	-8.2	.	-3.6	-1.7	5.3	-5.9	-0.5
Oc1ccccc1-[n+]1c(-c2ccccc2)cc(-c2ccccc2)cc1-c1ccccc1	-13.7	8.0	0.2	-4.8	-0.2	-60.5	6.4	-0.5
CCCCn1nnnc1C(C1CC1)N1CCC2(CC1)C(=O)NCN2c1ccccc1 (centres undefined)	-7.5	.	0.0	-5.5	.	13.1	-1.3	-4.6
N#CC12CNCC1CN=N2 (centres undefined)	-2.3	-8.9	0.0	2.3	0.9	-2.9	-8.5	0.8

# The list continues:
Compound	esBAF inh	ARNT TACC3 PPI	Xi reactivation	RAD54 branch	ERAP1 HTS inh	GSIS activator	RAD52 anneal inh	F508del corr
COC(=O)C1=C(c2ccc(F)cc2OCc2ccccc2)C[C@@H]2CC[C@H]1N2C(=O)NCc1ccc(C(C)(C)C)cc1	-7.8	-1.8	0.1	-9.4	2.8	-2.5	-8.7	-1.1
O=C1NC(=O)C2(CCN(S(=O)(=O)c3ccccc3)CC2)C(=O)N1	-1.4	19.0	0.0	19.4	-1.6	1.7	-7.1	1.8
Cc1[nH]c2ccccc2c1CN1CCCCC1	.	-0.8	0.2	.	0.0	0.5	-3.1	-1.9
CC(NCc1ccc(Cl)c(Cl)c1)C(O)c1ccccc1 (centres undefined)	-5.3	0.9	.	6.4	4.5	-29.4	-1.6	0.6
COc1ccc(N=Nc2c(O)[nH]c(=S)[nH]c2=O)cc1	.	-0.1	0.0	.	-0.8	3.0	-15.0	1.0
CC(C)(O)C1C2OC(=O)C1C1(O)CC3OC34C(=O)OC2C14C (centres undefined)	-3.1	-2.0	-0.2	3.5	-2.1	.	-13.3	-17.1
COC(=O)[C@H]1[C@H](CO)[C@H]2Cn3c(ccc(-c4ccc(F)cc4)c3=O)[C@@H]1N2C(=O)c1ccccc1F	2.0	-8.0	0.1	-10.7	6.3	5.2	3.3	0.8
Cc1[nH]c2ccccc2c1C1=CCNCC1	-4.8	16.3	.	1.5	2.7	-10.1	64.6*	2.6
CC(=O)c1c(C)n(CC2CCCO2)c2ccc(O)cc12 (centres undefined)	1.5	0.5	.	-3.0	6.6	2.8	-15.9	-5.1
C[N+]12CCC(CC1)C(=C(c1ccccc1)c1ccccc1)C2	.	0.2	0.1	.	19.7	30.8	-5.9	.
COc1ccc(-n2c(/C=C/c3ccc(O)cc3)nc3ccccc3c2=O)cc1	-1.6	0.4	0.0	1.1	-2.7	2.3	-12.5	-2.0
Cc1noc(C)c1C(=O)N1CCC2(CC1)OCCO2	-3.9	2.9	.	.	2.9	-7.4	-12.0	1.9
O=C(N/N=C/c1c(O)n(C2CC2)c(=S)[nH]c1=O)c1ccccc1Cl	-3.6	68.5*	0.0	-2.8	-1.1	12.1	-53.1	-0.6
CN(C(=O)Cc1ccc(Cl)c(Cl)c1)C(CN1CCCC1)c1cccc(OCC(=O)O)c1 (centres undefined)	4.0	-2.8	0.1	-10.3	-6.5	.	-9.3	0.7
Cc1ccc2c(c1)C1CN(C)CCC1N2C(=O)CCCN1C(=O)c2cccc3cccc(c23)C1=O (centres undefined)	.	0.8	0.0	10.9	10.7	12.1	-5.9	-0.7

# Next part.
Compound	esBAF inh	ARNT TACC3 PPI	Xi reactivation	RAD54 branch	ERAP1 HTS inh	GSIS activator	RAD52 anneal inh	F508del corr
CCC(=NCc1ccco1)c1c(O)n(C)c(=O)n(C)c1=O	.	11.7	0.0	.	2.9	-25.3	-15.9	2.7
CN(C)Cc1c[nH]c2ccc([N+](=O)[O-])cc12	.	-1.7	0.3	-3.9	-0.2	7.9	-7.8	-1.8
O=C(NC(=S)N1C[C@H]2C[C@H](C1)c1cccc(=O)n1C2)c1ccc(Cl)cc1	-8.4	-5.4	.	-1.4	1.6	.	-18.0	-0.5
CCC1(CC)C(=N)N(C)C(=O)NC1=O	.	-3.2	0.1	0.5	-0.1	17.7	-12.1	-2.6
O=C(C(=O)N1CCOCC1)c1cn(Cc2ccccc2F)c2ccccc12	-3.7	-2.1	0.1	-2.0	3.2	14.0	-8.3	1.4
CCC(=O)c1ccc(OC(=O)N(C)c2ccccc2)cc1	.	0.5	0.0	.	-3.8	-3.7	-24.8	-2.7
O=C1N(c2ccc(Cl)cc2)C(c2cccnc2)N2CCCN12 (centres undefined)	.	.	0.3	.	-2.0	8.4	-1.9	-0.4
Cc1nc2nc(C)c(CCC(=O)N3CCC4(CC3)OCCO4)c(C)n2n1	-1.0	0.0	.	6.6	.	6.8	.	.
COc1ccccc1NC(=O)c1cn(CCC#N)nc1-c1ccc(F)cc1	-2.0	-4.1	0.0	-9.5	-3.4	12.5	0.9	-0.3
COC(=O)C1=C(c2cccc(C#N)c2)C[C@@H]2CC[C@H]1N2C(=O)N1CCC(O)CC1	-9.6	-4.5	0.0	-3.8	-1.3	21.2	-5.9	0.4
Cc1cc(=O)[nH]c(CCl)n1	.	.	0.2	.	2.8	1.0	-12.7	2.1
CN1CCN(c2ccc([N+](=O)[O-])c(Sc3ccccn3)c2)CC1	-9.5	.	0.2	.	-0.2	-6.1	3.8	-4.9
O=c1[nH]c2ccccc2n1C1CCN(C(c2cc3ccccc3o2)c2nnnn2-c2ccc3c(c2)OCCO3)CC1 (centres undefined)	-9.8	.	0.0	0.3	0.4	9.8	-16.6	2.5
COC(=O)C1=C(c2ccccc2)C[C@@H]2CC[C@H]1N2C(=O)NCCCOC(C)C	1.6	0.0	0.0	-1.0	-2.1	-15.3	-0.5	5.1
CC(=O)N1CCN(CCN=Cc2c(O)n(-c3ccc(F)cc3)c(=S)[nH]c2=O)CC1	-9.5	0.0	0.0	-3.7	1.2	-19.4	-14.9	0.1

# Later entries:
Compound	esBAF inh	ARNT TACC3 PPI	Xi reactivation	RAD54 branch	ERAP1 HTS inh	GSIS activator	RAD52 anneal inh	F508del corr
COc1ccc(OC)c(N2Cc3ccccc3C2=N)c1	6.8	-6.9	0.0	.	2.9	-0.4	-4.1	1.9
COCCNC(=O)Cn1cc(C(=O)c2ccccc2F)c2ccccc21	-6.4	-4.6	0.0	9.6	0.0	-8.3	-11.3	-3.1
COc1ccc(/C=C2/C(=O)NC(=S)N(C3CC3)C2=O)cc1CN1C(=O)c2ccccc2C1=O	.	5.7	-0.1	-4.2	7.1	15.5	-42.8	.
C=C(C)[C@H]1CN[C@H](C(=O)O)[C@H]1CC(=O)O	4.1	13.2	0.0	-6.6	-1.8	-0.9	-6.7	2.0
Cc1oc(-c2ccccc2)nc1CN1C(=O)CN=C(c2ccccc2)c2ccccc21	7.4	6.9	0.0	-12.1	-0.2	-8.7	-0.2	-0.4
C=C1C(=O)O[C@@H]2C[C@@H](C)[C@H]3C=CC(=O)[C@]3(O)C[C@@H]12	11.7	-9.3	0.3	1.7	-1.6	.	-5.6	-8.6
O=C1CCN(C(=O)Cc2ccccc2[N+](=O)[O-])CC1	.	1.8	0.0	.	-2.3	-2.1	-8.5	-2.4
CCOC(=O)[C@]12Cc3cc(OC)ccc3[C@H]1N(C)C(=O)c1cc(OC)ccc12	.	.	0.2	.	-0.4	-5.7	-17.5	1.1
O=C(Cc1ccccc1)N1C[C@@H]2[C@H](c3ccccc31)[C@@H](CO)N2Cc1ccccc1	-4.2	4.1	0.3	9.6	-2.0	5.3	-5.5	1.1
C(CCc1nn[nH]n1)CCc1nn[nH]n1	.	-23.5	0.2	.	-3.7	5.4	-6.8	.
CCOP1(=S)Oc2cc3c(cc2C(C(=O)OC)(C(F)(F)F)O1)OCO3 (centres undefined)	-4.1	-6.0	.	-8.2	.	-5.6	.	.
O=C1NC(=O)N(CCc2ccc(F)cc2)C(=O)/C1=C\C=C\c1ccccc1	-1.3	0.7	0.0	3.2	1.1	-0.7	-17.5	-0.3
c1csc(CN2CCNCC2)c1	.	-3.0	-0.1	.	-0.7	8.5	-6.7	0.3
CCCC1(CC(C)CC)C(=O)NC(=O)NC1=O (centres undefined)	.	.	0.0	.	0.2	-8.7	-17.2	3.6
C[C@@H]1CN([C@@H](C)CO)C(=O)CCCn2nncc2CO[C@@H]1CN(C)C(=O)Oc1ccccc1	-1.9&5.6&0.0	-8.4&3.9	0.1&0.0	2.6&-6.1&0.6	-1.6&-0.2&0.3	-5.4&11.7	5.3&2.4&0.1	-2.1&3.4&-0.7

# The list goes on.
Compound	esBAF inh	ARNT TACC3 PPI	Xi reactivation	RAD54 branch	ERAP1 HTS inh	GSIS activator	RAD52 anneal inh	F508del corr
COc1cc(CN2CCN(c3cc(C)ccc3C)CC2)ccc1O	19.5	-7.8	.	-28.5	1.8	-29.0	-6.4	1.3
Cn1c(O)c(C=NC2CCCCC2)c(=O)[nH]c1=S	.	4.1	0.3	.	3.4	-5.8	4.9	-4.9
O=C(Cc1ccncc1)N1CCCCN2[C@H](CO)[C@@H](c3ccc(C#Cc4ccccc4F)cc3)[C@H]2C1	8.2	-5.8	0.0	-4.3	-2.3	8.7	-182.0	2.3
Cc1nn(CC(C)C)c(Cl)c1C(=O)NC1CCC(C)CC1 (centres undefined)	66.2*	-3.2	0.7	.	1.8	10.2	-11.2	1.3
